# Htt clearance: compounds clearing mutant huntingtin protein. actives 0.42% (n = 47,000). AID 853. inhibition, % at 1.5 µM. HeLa Exon1htt(103Q)mCFP, aggregate imaging; zero = plate's median compound well;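 active means inhibition of aggregate fluorescence above about 70%, also judged a hit by eye on the cell image, limit read from the data, passing the limit was not always enough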;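 further: cells exposed to compound for three days before fixation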
# Htt clearance grain fraction: recorded beside Htt clearance, whose call it bears; fraction fluorescence in grains; measured here: aggregate grain fluorescence fraction; active compounds read low;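 scaled fraction of total cell fluorescence in grains with unit not stated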
# Active calls of the source: *. A portion of the library; rates above refer to the full screens.
# The first 7 records, to show the layout:
SMILES	Htt clearance	Htt clearance grain fraction
Cc1ccc(-n2c([O-])nc(-[n+]3ccccc3)c2C=O)cc1	10	26
Cc1cc(OCC(=O)N2CCOCC2)cc2oc(=O)c3ccccc3c12	43	12
CCN(CC)CCNC(=O)CCCCn1c(=S)[nH]c2c([nH]c3ccc(OC)cc32)c1=O	1	18
CCS(=O)(=O)N1CCC(C(=O)NCc2cccs2)CC1	-10	22
Cc1c(NS(=O)(=O)N2CCCC2)c(=O)n(-c2ccccc2)n1C	-40	48
COC(=O)c1cccc(S(=O)(=O)N2CCC(c3nc4ccccc4o3)CC2)c1	52	8.6
COc1ccc(/C=N/n2cnnc2SCc2ccccc2)cc1	2	20

# Results (from the top)
SMILES	Htt clearance	Htt clearance grain fraction
Cc1ccc(-n2c([O-])nc(-[n+]3ccccc3)c2C=O)cc1	10	26
Cc1cc(OCC(=O)N2CCOCC2)cc2oc(=O)c3ccccc3c12	43	12
CCN(CC)CCNC(=O)CCCCn1c(=S)[nH]c2c([nH]c3ccc(OC)cc32)c1=O	1	18
CCS(=O)(=O)N1CCC(C(=O)NCc2cccs2)CC1	-10	22
Cc1c(NS(=O)(=O)N2CCCC2)c(=O)n(-c2ccccc2)n1C	-40	48
COC(=O)c1cccc(S(=O)(=O)N2CCC(c3nc4ccccc4o3)CC2)c1	52	8.6
COc1ccc(/C=N/n2cnnc2SCc2ccccc2)cc1	2	20
CCOC(=O)c1ccc(NC(=O)c2ccc(NS(C)(=O)=O)cc2)cc1	-24	24
CCCCNC(=O)Cn1cnc2sc(C(=O)OCC)c(C)c2c1=O	17	27
O=C(Oc1ccc(N(Cc2cccs2)C2=NS(=O)(=O)c3ccccc32)cc1)c1ccc(Cl)cc1	-54	29
O=C(Nc1ccc(N2CCOCC2)cc1)c1ccc(S(=O)(=O)N2CCCCC2)cc1	20	30
CC(=O)NS(=O)(=O)c1ccc(NC(=O)CCC2CCCC2)cc1	-15	20
O=C(c1cccnc1NCc1ccccc1)N1CCOCC1	-9	20
O=C(C1CCCN(S(=O)(=O)c2cnc[nH]2)C1)N1CCN(c2ccc(Cl)cc2)CC1 (centres undefined)	-10	34
O=C(N/N=C/c1ccccn1)c1ccco1	-12	37
Cc1cc(Cl)cc(Cl)c1OCC(=O)NCc1ccco1	66	7
Cc1nc2c(-c3ccc(F)cc3)c(C)nn2c(N2CCOCC2)c1C	60	14
O=C1C2C3c4ccccc4C(c4ccccc43)C2C(=O)N1Cc1cccnc1 (centres undefined)	39	25
COc1ccc(N2C(=O)C3CCCN3C2c2ccccc2F)cc1 (centres undefined)	12	36
CN(C)c1ccc(NC(=O)c2ccncc2)c2ccccc12	-9	22
N#CCSc1nc2sc3c(c2c(=O)n1C1CCCCC1)CCCC3	38	21
O=C(O)c1cccc(NC(=O)C2C3C=CC(C3)C2C(=O)OCC(F)(F)C(F)F)c1 (centres undefined)	-72	33
CCOC(=O)Cn1ccc(O)c(Cc2ccc(Cl)cc2Cl)c1=O	19	31
NC(=O)c1cc2ccccc2oc1=NCc1ccccc1	-15	46
COc1ccc(Cl)cc1NC(=O)CSc1nncn1-c1cccnc1	38	13
Cc1ccc(O)c(C2=Nc3ccccc3N=C(c3ccco3)C2)c1	-55	58
O=C(CN1C2CCCC1CC(NC(=O)c1ccco1)C2)Nc1ccccc1 (centres undefined)	5	37
COC(=O)c1ccc(C)c(NC(=O)Cn2cnc3ccccc3c2=O)c1	5	41
CC1=CC2=NCC(O)CN2C=C1 (centres undefined)	-7	33
COc1ccc(NC(=O)CSc2ncnc3c2cnn3Cc2ccccc2)cc1	-1	28
CC(=O)CC(C)(C)n1nnc(-c2ccccc2)n1	-11	20
O=c1c2ccccc2oc2nc(C3CCCCC3)n(Cc3ccco3)c(=O)c12	17	16
CCOC(=O)c1c(C)nc2c(c1-c1cc(OC)ccc1OC)C(=O)c1ccccc1-2	-3	37
CC1CN(C2CCN(S(=O)(=O)c3ccccc3)CC2)CC(C)O1 (centres undefined)	-42	26
COc1ccc(C2(O)CCN(Cc3nnnn3Cc3ccc(F)cc3)CC2)cc1	6	38
CC(C)c1cc(C(=O)NCc2cccnc2)no1	-29	22
O=C(CCCN1C(=O)c2ccccc2C1=O)Nc1ccc(S(=O)(=O)N2CCOCC2)cc1	-20	25
O=C1c2sc3nc4n(c(=O)c3c2CCC1Br)CCCCC4 (centres undefined)	1	29
O=C(CSc1nnc(Cc2cc(=O)[nH]c(=O)[nH]2)n1-c1ccccc1)NCC1CCCO1 (centres undefined)	-16	21
CCn1nc(C(=O)Nc2cccc(C(F)(F)F)c2)c(Cl)c1Cl	8	36
Cc1cc(=O)[nH]c(-n2[nH]c(C)cc2=O)n1	7	35
Cc1ccc(SCCNC(=O)CN(c2ccc3c(c2)OCO3)S(C)(=O)=O)cc1	25	14
Nc1ccc(-c2nc3c(Cl)cc(N)cc3[nH]2)cc1	-54	53
O=C(Nc1nc(=O)c2ccccc2s1)c1ccc(F)cc1	-34	25
O=C(Nc1ccccc1)c1ccc(NCCN2CCOCC2)c(S(=O)(=O)N2CCOCC2)c1	-100	37
COc1cc(N)cc(NC(=O)c2ccncc2)c1	-16	45
Cn1c(=O)c2c(nc(NCC3CCCO3)n2Cc2ccccc2)n(C)c1=O (centres undefined)	41	11
COc1cccc(NC(=O)[C@@H]2CCCN2C(=O)C2CCN(S(=O)(=O)c3ccc(C)cc3)CC2)c1	22	16
O=C(O)Cc1ccc(C(=O)c2ccc(F)cc2)s1	-1	24
CCCC(=O)Nc1nc2ccc(C(=O)OCC)cc2s1	-120	103
CCOC(=O)N1CCN(S(=O)(=O)c2ccc(C(=O)Nc3nc4ccc(F)cc4s3)cc2)CC1	11	32
OCc1nc2ccccc2n1CC(O)Cn1ccc2ccccc21 (centres undefined)	-13	19
CC(C)NC(=O)c1ccccc1NC(=O)/C=C/c1ccc([N+](=O)[O-])cc1	42	18
c1ccc2c(c1)CNC1(CCCCC1)C2	20	14
CCc1cc(=O)oc2cc(OCC(N)=O)c(Cl)cc12	-29	30
COc1ccccc1NC(=O)CN(Cc1ccco1)C(=O)c1cccs1	-30	46
CCOC(=O)C(NC=O)(NC(C)(C)C)C(=O)OCC	33	29
COc1ccc(-c2oc(NC(C)=O)c(C#N)c2-c2ccc(OC)cc2)cc1	2	22
CCCCC12CN3CC(C)(CN(C1)C31C(=O)N(C)c3ccc(C)cc31)C2=O (centres undefined)	-3	18
CCc1ccc(/C=C2\SC(=S)N(CCCC(=O)Nc3ccccn3)C2=O)cc1	-14	34

# Additional results.
SMILES	Htt clearance	Htt clearance grain fraction
CC(C)(C)c1ccc(OCC(=O)NCc2ccco2)c(Br)c1	-29	22
c1ccn2cc(CSc3nnc4ccccn34)nc2c1	-7	30
Cc1ccc(C)c(NC(=O)Cn2nnc(C(=O)Nc3c(C)cccc3C)c2N)c1	2	35
CCOC(=O)C(C)Oc1cccc2c(=O)n(CC(=O)NCc3ccc4c(c3)OCO4)ccc12 (centres undefined)	36	21
Cn1c(SCC(=O)N2CCOCC2)nnc1-c1cnccn1	24	15
CCCc1nc2c(sc3nc4c(cc32)COC(C)(C)C4)c(=O)n1Cc1ccco1	-14	22
CC(C)C(C(=O)Nc1ncn[nH]1)N1C(=O)c2ccccc2C1=O (centres undefined)	-36	26
CCc1nnc(NC(=O)Cn2ccc(C(F)(F)F)n2)s1	5	34
CCOc1ccccc1NC(=O)CN(c1ccc(C)cc1)S(=O)(=O)c1c(C)n[nH]c1C	-12	33
CCN1CCCC1CNC(=O)c1csc2c1CCCC2 (centres undefined)	-42	49
O=C(NCc1ccccc1Cl)C1CCN(S(=O)(=O)N2CCC3(CC2)OCCO3)CC1	-35	28
Nc1cccc(-n2nncc2-c2ccc(Cl)cc2)c1	-9	40
CCn1c(NCc2ccccc2Cl)nc2ccccc21	47	10
COc1ccc(S(=O)(=O)N2Cc3ccccc3CC2C(=O)O)cc1OC (centres undefined)	10	41
CC1CC(C)CN(C(=O)COc2ccc(-c3nnco3)cc2)C1 (centres undefined)	-12	46
Cc1cccc(-c2nc(CS(=O)CC(=O)N3CCc4ccccc4C3)c(C)o2)c1 (centres undefined)	-197	140
Cc1nc2ccccn2c1/C(O)=C1\C(=O)C(=O)N(CCCN(C)C)C1c1ccc(F)cc1 (centres undefined)	40	18
Cc1nc2c(C(=O)N3CCN(c4ccccn4)CC3)cnn2c(C)c1Cc1cccc(Cl)c1	1	36
COC(=O)[C@H](C)NC(=O)Nc1ccc(OC)c(OC)c1	18	17
N#Cc1ccc(CSc2nnc(-c3ccncc3)n2CCc2ccccc2)cc1	4	34
Cc1ccc(S(=O)(=O)N2CCN(C(=O)CN3CCN(C)CC3)C2)cc1	22	27
O=C(CCCn1c(=O)[nH]c2ccsc2c1=O)N1CCN(Cc2ccc3c(c2)OCO3)CC1	35	12
O=C(CCCOc1ccc(Cl)cc1)N1CCOCC1	52	18
CCc1ccc(S(=O)(=O)NCCc2csc(-c3cccnc3)n2)s1	44	23
COc1cc(C(=O)NCC(=O)OCC(=O)c2ccc[nH]2)cc(OC)c1OC	4	19
N#CCSc1nc(N)c(C#N)c(C2CCCCC2)c1C#N	9	19
Clc1ccc(COn2c(-c3ccccc3)nc3ccccc32)cc1	4	20
Cc1nc2nc(COc3ccccc3)[nH]n2c(=O)c1C	-12	47
Cc1cc(C)c(C)c(/C=C(/C#N)C(N)=S)c1C	77*	4.8*
Cc1ccc(-n2cc3ccc([N+](=O)[O-])cc3n2)cc1	-83	34
N#CCCn1c(SCC(=O)NCC2CCCO2)nc2ccccc21 (centres undefined)	25	28
Cc1nc2ccccn2c1C(=O)c1ccccc1	6	28
CCCCCOC(=O)Cc1c(O)c2ccccc2[nH]c1=O	-57	58
CN1CCN(CC(=O)N(Cc2c(C#N)c3ccccc3n2C)c2ccccc2)CC1	-44	25
Cc1oc(C(=O)O)cc1CSc1nnc(-c2ccccc2)n1C	-99	35
N#Cc1nc(-c2ccc(OCc3ccc(Cl)cc3)cc2)oc1N1CCOCC1	-12	49
Cc1cc(NC(=O)Cn2cnc3sc(C)c(-c4ccccc4)c3c2=O)no1	13	16
Cn1c(=O)c2c(nc(Cl)n2Cc2ccc(Cl)c(Cl)c2)n(C)c1=O	-3	42
O=c1[nH]cnc2cc(Cl)ccc12	-18	47
COCCOC(=O)c1cc(C(=O)c2cc(F)ccc2O)coc1=N	-19	44
CN1C(=O)C(O)(C2COC(C)(C)CC2=O)c2cc(Br)ccc21 (centres undefined)	2	18
COc1ccc(-c2nc(SCC(=O)N3CCOCC3)n[nH]2)cc1	-13	20
COC(=O)C1CCN(S(=O)(=O)c2c(C)n(C)c(=O)n(C)c2=O)CC1	14	29
Cc1cc(OCCCC(=O)N2CCCCC2)cc(C)c1Cl	34	11
CCOc1ccc2cc(C#N)c(SCC(=O)N3CCC(C)CC3)nc2c1	-1	20
CCN1C(=O)c2cccc3c(NC(=O)c4cccc(N5C(=O)CCC5=O)c4)ccc1c23	-12	41
O=C(NCc1ccco1)NCC(F)(F)F	-11	21
CCn1ncc(C2=NOC(C(=O)Nc3cnn(C45CC6CC(CC(C6)C4)C5)c3)C2)c1C (centres undefined)	23	30
O=C(CSc1ncn[nH]1)Nc1nc(-c2ccccc2)ns1	21	14
CCC1(C)Cc2ccccc2-c2nc3n(c(=O)c21)CC(C(=O)O)S3 (centres undefined)	-57	53
CN(C1CCS(=O)(=O)C1)S(=O)(=O)c1ccc(C2CCCCC2)cc1 (centres undefined)	16	14
CS(=O)(=O)N(CC(=O)NCCSc1ccccc1)c1ccc2c(c1)OCO2	20	31
O=C1CC(SC(=Nc2ccccc2)Nc2ccccc2)C(=O)N1c1ccc(Cl)cc1 (centres undefined)	-47	43
CC(=O)Nc1cccc(C(=O)Nc2ccccc2C(=O)O)c1	-111	36
COC(=O)c1ccccc1NC(=O)C(C)Oc1ccccc1 (centres undefined)	33	13
CN1C(=O)c2cccc3c(S(=O)(=O)NCc4ccco4)ccc1c23	12	17
Cc1oc2ncnc(N)c2c1C	46	20
CCOc1ccc(N2CC(C(=O)Nc3ccccc3N3CCOCC3)CC2=O)cc1 (centres undefined)	-60	36
Cc1ccc2cc(C#N)c(SCC(=O)NCc3ccco3)nc2c1	-4	23
CC1CCCN(CC(=O)Nc2ccc(S(=O)(=O)NC3CCCCC3)cc2)C1 (centres undefined)	7	31

# The list goes on.
SMILES	Htt clearance	Htt clearance grain fraction
CC(C)N(C(=O)COC(=O)c1cc(Cl)cc(Cl)c1N)C(C)C	5	19
CCOc1ccc(C2NC(=O)c3n[nH]c(C)c32)cc1 (centres undefined)	11	32
O=[N+]([O-])c1ccc(-c2cc(-c3ccncc3)nc3ccc4ccccc4c23)cc1	24	31
CCc1nnc(NC(=O)CCC(=O)N2CCCC2)s1	-50	31
O=C(CSc1nc2cc(S(=O)(=O)N3CCOCC3)ccc2o1)NC1CCCc2ccccc21 (centres undefined)	-71	33
Cc1cc(C(=O)OCC(=O)Nc2ncc(C(F)(F)F)cc2Cl)c(C)o1	-44	49
O=C1CCc2cc(S(=O)(=O)N3CCC(C(=O)NC4CCCC4)CC3)ccc2N1	-286	192
COC(=O)Cn1ccc(N(C)C)c(C#N)c1=O	8	32
CCCc1[nH]nc2c1C(c1cc(OC)cc(OC)c1)C(C#N)=C(N)O2 (centres undefined)	10	34
O=C(O)C1CC=CCC1C(=O)Nc1cc(Cl)ccc1Cl (centres undefined)	41	13
CCOC(=O)c1ccccc1NC(=O)CN1C(=O)c2ccccc2S1(=O)=O	-47	28

# Assay outcomes as filed in PubChem BioAssay.
